Nrf2 block – Nrf2 pathway inhibition; A549 ARE-Fluc reporter, luciferase luminescence, 18-24 h; Potency, µM (series often up to 46 µM), without a hit: at the top dose activity change, negative = inhibition, most hits filed as inhibitors; 360,000 compounds, 2.1% hits; AID 504444; further: potency means the concentration at half of the fitted maximal effect; on the % scale 0 is the no-effect control and ±100 the full control effect; nearly all actives have a fitted effect of over 60% in size
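Reporter: ARE-Fluc in A549. Exposure: 18-24 h, 37 °C, 5% CO2, 5% FBS OPTI-MEM. Readouts: fluorescent cytotoxicity (CellTiter-Fluor), then luminescent Nrf2 signal after BugLite.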
EPAC2 agonist – EPAC2 (human) agonism | Q8WZA2 | 360,000 compounds, 0.079% hits | Potency, µM (series often up to 154 µM), without a hit: top-dose activation, actives largely listed as activators | EPAC2 activation, biochemical qHTS; response scale: 100% = 6.5 mM cAMP response | AID 720711; further: potency means the concentration at half of the fitted maximal effect; nearly all actives have a fitted effect of over 50% in size
Target sequence (Q8WZA2 whole entry, looked up): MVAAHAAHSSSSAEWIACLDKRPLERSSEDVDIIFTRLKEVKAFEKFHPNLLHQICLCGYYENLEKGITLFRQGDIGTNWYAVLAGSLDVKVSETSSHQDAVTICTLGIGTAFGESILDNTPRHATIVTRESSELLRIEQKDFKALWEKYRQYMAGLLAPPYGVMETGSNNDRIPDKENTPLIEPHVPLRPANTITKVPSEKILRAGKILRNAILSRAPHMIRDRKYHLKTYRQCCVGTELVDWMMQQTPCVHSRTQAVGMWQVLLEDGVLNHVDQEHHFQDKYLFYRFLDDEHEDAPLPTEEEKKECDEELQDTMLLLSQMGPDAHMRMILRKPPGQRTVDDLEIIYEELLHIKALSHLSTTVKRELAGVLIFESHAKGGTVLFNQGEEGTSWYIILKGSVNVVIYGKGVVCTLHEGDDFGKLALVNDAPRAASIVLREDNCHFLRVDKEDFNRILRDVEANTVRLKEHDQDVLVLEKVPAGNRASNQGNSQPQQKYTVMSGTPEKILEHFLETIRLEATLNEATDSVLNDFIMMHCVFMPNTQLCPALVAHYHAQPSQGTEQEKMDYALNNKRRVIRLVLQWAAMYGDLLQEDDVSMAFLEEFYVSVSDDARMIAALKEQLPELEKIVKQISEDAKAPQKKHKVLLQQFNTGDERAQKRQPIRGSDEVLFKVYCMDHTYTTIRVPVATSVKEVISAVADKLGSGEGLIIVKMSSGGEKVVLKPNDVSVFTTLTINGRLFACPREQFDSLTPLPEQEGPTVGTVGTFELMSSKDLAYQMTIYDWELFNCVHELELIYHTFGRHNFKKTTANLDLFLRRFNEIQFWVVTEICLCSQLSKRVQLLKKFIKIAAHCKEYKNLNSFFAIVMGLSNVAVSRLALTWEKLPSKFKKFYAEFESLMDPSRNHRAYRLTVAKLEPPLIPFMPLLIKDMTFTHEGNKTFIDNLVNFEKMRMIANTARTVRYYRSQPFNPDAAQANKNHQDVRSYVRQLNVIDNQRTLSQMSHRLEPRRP
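Setup: EPAC2 100 nM, labeled Rap1B complex 250 nM, free GDP 50 uM. Compound titrations pinned in, brief spin, 5 min room temperature incubation. Kinetic fluorescence read over 30 min, normalized to 6.5 mM cAMP.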
TGFb inhibitor – blocks TGF-b signaling. HepG2 CAGA-GFP TGF-b/SMAD3 reporter, GFP fluorescence, 18 h; TGF-beta stimulated, 500 pg/mL final. 410,000 compounds, 1.2% hits. AID 588855. Potency, µM (highest dose often 46.1 µM), without a hit: at the top dose activity, negative = inhibition, usual class: inhibitors; further: potency means the concentration at half of the fitted maximal effect; on the % scale 0 is the no-effect control and ±100 the full control effect; nearly all actives have a fitted effect of over 65% in size
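Inhibition of TGF-beta-driven CAGA-GFP reporter expression in HEPG2 cells is measured by cellular GFP fluorescence after 18 h stimulation with 500 pg/mL recombinant TGF-beta in 1% FBS medium at 37 degrees C.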
pAkt inh – inhibitors of Akt phosphorylation; Neuro2A IGF-stimulated pAkt S473 HTRF, 20 min; stronger effect = lower value; activity change, % for hits at 50 µM; 360,000 compounds, 0.32% hits; AID 651550; in the data active means activity change below about -80%; inconclusive means mostly about -51% to -80%; further: on the % scale 0 is the no-effect control and ±100 the full control effect
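Single-point screen (50 µM final compound) in Neuro2A cells stimulated 20 min with 6 nM IGF at 37 deg C. After lysis, Ser473-phosphorylated Akt read by HTRF (ex 330 nm, em 615/665 nm) as the 665/615 ratio.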
Nrf2 ARE act – activates Nrf2 signaling. AREc32 ARE-luciferase reporter (MCF7-derived line), luminescence, 24 h. Potency, µM (doses to about 46.1 µM), for inactives: at the highest dose activation, hits mostly activators. 410,000 compounds, 0.31% hits. AID 624171; further: potency means the concentration at half of the fitted maximal effect; % of control where 0% means no effect; nearly all actives have a fitted effect of over 65% in size
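For detection, Steady-Glo was added and plates sat 30 min at RT; before that, AREc32_Fluc cells grown overnight in OPTI-MEM/5% FBS had been treated with 23 nL compound for 24 hr at 37 deg C.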
A549 tox – kills or reduces viability of A549 cells in Nrf2 counter-screen. A549 ARE-Fluc cells, CellTiter-Fluor viability, 18-24 h. 390,000 compounds, 0.16% hits. AID 504648. Potency, µM (top dose mostly 46 µM), for the others: top-dose activity change, negative = cytotoxicity, actives largely listed as inhibitors; further: potency means the concentration at half of the fitted maximal effect; on the % scale 0 is the no-effect control and ±100 the full control effect
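A549 ARE-Fluc cells in 5% FBS OPTI-MEM, 5000 cells/well, rested 2 h then exposed to compounds in concentration-response for 18-24 h at 37 °C. Viability by CellTiter-Fluor fluorescence (Ex 405/Em 525) after 30 min; luciferase luminescence (BugLite, 15 min, RT) read afterwards.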
Mm-Cpn inhibitor – blocks the Methanococcus maripaludis chaperonin Mm-Cpn; Potency, µM (top dose mostly 76.9 µM), inactives show at the top dose activity, negative = inhibition, hits mostly inhibitors; purified Mm-Cpn ATPase, ADP Transcreener TR-FRET; 330,000 compounds, 0.031% hits; further: potency means the concentration at half of the fitted maximal effect; on the % scale 0 is the no-effect control and ±100 the full control effect; nearly all actives have a fitted effect of over 80% in size
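ATPase turnover read by TR-FRET ADP competition (Eu cryptate antibody/ADP-d2, 665/590 nm): 10uM ATP final, 25nM Mm-CPN final, 30 min 37degC after 10-min compound preincubation, pH 7.4 Tris/KCl/MgCl2/DTT buffer.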
EPAC2 antag – antagonists of human EPAC2; Q8WZA2; EPAC2 GEF exchange of Rap1B-BODIPY-GDP, fluorescence; Potency, µM (doses to about 114 µM), without a hit: at the top dose activity, negative = inhibition, actives largely listed as inhibitors; 360,000 compounds, 0.18% hits; further: potency means the concentration at half of the fitted maximal effect; on the % scale 0 is the no-effect control and ±100 the full control effect; nearly all actives have a fitted effect of over 45% in size; many of its hits are not listed in these tables
CCT modulator – cytosolic chaperonin activity modulation. 360,000 compounds, 0.3% hits. purified chaperonin ATPase assay, HTRF ADP detection, 30 min. AID 651819. activity change, % (no concentration beside the values), hits read low; in the data active means activity change below about -30%; further: on the % scale 0 is the no-effect control and ±100 the full control effect
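Nucleotide hydrolysis assay: TRiC at 20–40 nM final (set by batch activity) with 10 uM ATP, 30 min at 37 °C, in presence of 76 uM compound. Detection by competitive ADP HTRF, 30 min ambient.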
Active calls of the source: *; i = inactive; ? = inconclusive; nt = not tested or not shown; [ ] = dose if it differs, or a comment. Unless noted, the call rests on the fitted dose curve; in most records, active means well fitted curve in the direction sought with a large enough effect; inconclusive means small, poorly fitted or top-dose-only effect, or another doubt; inactive means no such curve, though single readings can be large; an effect the other way counts as inactive or inconclusive.

SMILES | Nrf2 block | EPAC2 agonist | TGFb inhibitor | pAkt inh | Nrf2 ARE act | A549 tox | Mm-Cpn inhibitor | EPAC2 antag | CCT modulator
O=C(c1ccoc1)N1CCC2(CC1)Oc1ccc(Cl)cc1C(=O)C21CC(c2cccnc2)=NO1 (stereo not given) | 1% | 12% | 4% | i | -0.1% | 2% | 1% | -17% | 0.9
Cc1c(NN=C(C#N)C#N)c(=O)n(-c2ccccc2)n1C | -3% | 3% | 6% | i | 4.0% | -12% | 0% | 1% | 1.5
CSc1cccc(NS(=O)(=O)c2ccc3[nH]cc(C(=O)N4CCCC4)c(=O)c3c2)c1 | 2% | nt | ? | nt | 0.1% | -2% | nt | nt | nt
Cc1c(CNC(=O)C2CC2)c(-n2cccc2)n(Cc2ccccc2)c1C | -5% | 0% | 1% | i | 3.6% | 0% | 0% | 0% | -1.1
O=C1CC(N(C(=O)c2ccco2)c2ccc(F)cc2)C(=O)N1c1ccc(F)cc1 (stereo not given) | ? | -8% | 28% | i | -0.2% | 0% | 3% | 0% | -2.7
Nc1c(SCCC(=O)O)ccc2c1C(=O)c1ccccc1C2=O | -20% | 1% | -2% | i | 0.5% | ? | -16% | -14% | 0.7
COc1ccc(C(=O)CSc2nnnn2Cc2ccccc2)cc1 | -3% | 15% | -6% | i | 0.2% | -4% | -1% | -2% | -2.1
OCCCNc1cc(-c2ccccc2)nc2cc(-c3ccc(F)cc3)nn12 | 1% | 16% | ? | i | 2.7% | -12% | -2% | 5% | -0.6
c1coc(Cn2c(-c3ccco3)nc3ccccc32)c1 | 16% | 0%[15.6 µM] | 3% | nt | 15% | 1% | -1% | -36% | -0.2
C=CCn1c(SCc2ccccc2Cl)nnc1-c1sc2nc(C)cc(C)c2c1N | 1% | 15% | 22% | i | -0.2% | -8% | 0% | 5% | -0.6
CN(C)/C=C1/C=C(C=O)OC1=O | 12% | 7% | 0% | i | 0.1% | -3% | 3% | 0% | -0.1
C=C(C)CNC(=S)N/N=C/c1ccco1 | 9% | 3% | -10% | i | 11µM* | -1% | -1% | 0% | 1.0
C[C@H](NC(=O)C1CCN(S(=O)(=O)c2ccccc2)CC1)C(=O)NCc1ccccn1 | 9% | 2% | 5% | i | -0.5% | 1% | 3% | 5% | 0.6
C[C@H](CO)N1C[C@H](C)[C@H](CN(C)C(=O)Nc2ccc(F)cc2)OCc2ccccc2-c2c(n(C)c3ccccc23)C1=O | nt | 14% | ? | i | -0.8% | nt | nt | -12% | -2.0
CCN(CC(=O)NC1CCS(=O)(=O)C1)C(=O)COc1ccccc1-c1ccccc1 (stereo not given) | -21% | -2% | -9% | i | 0.5% | -1% | -1% | -2% | -16
C[C@H](CO)N1C[C@H](C)[C@H](CN(C)C(=O)c2ccccn2)Oc2cc(C#Cc3ccc(F)cc3)ccc2S1(=O)=O | nt | -1% | ? | i | -0.3% | nt | nt | 5% | 1.1
COc1ccc(C2C(C#N)=C(N)N(N(C)C)C3=C2C(=O)CC(C)(C)C3)cc1 (stereo not given) | -12% | 4% | -8% | i | -0.1% | 0% | 0% | -4% | -2.5
Cc1c(C(=O)N2CCN(c3ncccn3)CC2)oc2ccc(F)cc12 | -15% | 11% | -2% | i | 1.6% | 0% | 2% | -11% | 0.1
Cc1ccc(/C=N/NC(=O)C[n+]2ccccc2)o1 | 0% | 6% | 11% | i | -0.3% | -2% | 4% | 2% | -0.5
CCc1cc2cc(C)ccc2nc1SCC(=O)NC1CCCC1 | -1% | 0% | -2% | i | -0.6% | 2% | -9% | -28% | -1.6

3 neighbouring compounds out of the list so far, for reference:
SMILES | Nrf2 block | EPAC2 agonist | TGFb inhibitor | pAkt inh | Nrf2 ARE act | A549 tox | Mm-Cpn inhibitor | EPAC2 antag | CCT modulator
CN(C)/C=C1/C=C(C=O)OC1=O | 12% | 7% | 0% | i | 0.1% | -3% | 3% | 0% | -0.1
C=C(C)CNC(=S)N/N=C/c1ccco1 | 9% | 3% | -10% | i | 11µM* | -1% | -1% | 0% | 1.0
C[C@H](NC(=O)C1CCN(S(=O)(=O)c2ccccc2)CC1)C(=O)NCc1ccccn1 | 9% | 2% | 5% | i | -0.5% | 1% | 3% | 5% | 0.6

Later entries:
SMILES | Nrf2 block | EPAC2 agonist | TGFb inhibitor | pAkt inh | Nrf2 ARE act | A549 tox | Mm-Cpn inhibitor | EPAC2 antag | CCT modulator
COc1ccc(Cl)cc1S(=O)(=O)N1CCC(C(=O)NCc2ccccn2)CC1 | -14% | 11% | 0% | i | -0.5% | 2% | 1% | 7% | -2.2
O=C(Nc1cccc2ccccc12)c1ccc(Cn2cc(Cl)cn2)cc1 | nt | 5% | 9% | i | 0.0% | -2% | 2% | -3% | -3.5
Cc1ccc(S(=O)(=O)N2CCCC(C(=O)NCCc3ccc4c(c3)OCO4)C2)cc1 (stereo not given) | ? | 2% | ? | i | 0.0% | -13% | 2% | ? | 2.4
CN1C(=O)/C(=C\c2ccc(-c3ccccc3)o2)SC1=S | ? | ? | 9% | i | 2.4% | -9% | 1% | 11% | 2.5
CCOC(=O)c1sc(NC(=O)CNCc2cccnc2)c(C(=O)OCC)c1C | -26% | -16% | 3% | i | 2.2% | 2% | 3% | -14% | -1.2
Cc1nc2c3ccccc3nc(SCC(=O)c3ccc(Cl)cc3)n2n1 | ? | 1% | -5% | i | 0.2% | -7% | -7% | 4% | 0.8
O=C(Nc1ccc(C(=O)c2ccc(C(=O)O)c(C(=O)O)c2)cc1)c1ccccc1 | 0% | 4% | -3% | i | -0.9% | -11% | -4% | 0% | -2.3
COc1ccc(C2CC(=O)n3nc(C45CC6CC(CC(C6)C4)C5)nc3S2)cc1OC (stereo not given) | 5% | 7% | 11% | i | 0.0%[9.22 µM] | -2% | 4% | 1% | 0.1
CCC(=O)c1ccc(OCC(O)Cn2c(C)nc3ccccc32)cc1 (stereo not given) | ? | -3% | -26% | i | 0.0% | -10% | 3% | 3% | -4.4
O=C(O)/C=C\C(=O)NC1CCCCC1 | 8% | 6% | -1% | i | -0.8% | -2% | 1% | 6% | -4.1
O=C(O)CC(NC(=O)C1c2ccccc2Oc2ccccc21)c1ccc(OC2CCCC2)cc1 (stereo not given) | -9% | 7% | -21% | i | -0.2% | 7% | -7% | -9% | -0.4
Fc1cccc(Cc2c(-c3cccc(Cl)c3)nc3c(Cl)cc(C(F)(F)F)cn23)c1 | nt | 2% | 1% | i | 2.5% | nt | nt | 8% | 0.6
O=C(Nc1cccc(Cl)c1Cl)C1CCCO1 (stereo not given) | -9% | 3% | 4% | i | 0.3% | 5% | 1% | 9% | -2.4
CCOCCCNC(=O)Cn1nc(-c2ccc(OC)c(OC)c2)ccc1=O | nt | 13% | 3% | i | -1.3% | nt | nt | -5% | 0.5
CCC(C)NC(=O)CCc1nnc2ccc(N3CCC(C)CC3)nn12 (stereo not given) | 0% | 2% | 21% | i | 0.3% | 0% | 0% | -10% | -3.2
CC1CCN(CC2C(=O)O[C@@H]3C[C@@]4(C)CCC[C@H](C)C4=C[C@H]23)CC(C)(C)C1 (stereo not given in full) | -9% | 6% | 0% | i | 8.9µM* | 0% | 0% | -5% | -0.7
Cc1ccc(N2C(=O)CC(Nc3ccc(Cl)c(S(=O)(=O)N(C)C)c3)C2=O)c(C)c1 (stereo not given) | 1% | -1% | 5% | i | -0.2% | 7% | 1% | -19% | 1.3
COc1cc(/C=C(/C#N)c2nc3ccccc3[nH]2)ccc1OCC(=O)Nc1ccccc1C(C)C | ? | 10% | ? | i | -0.5% | 12% | 1% | 2% | -0.9
CCc1ccc(NS(=O)(=O)c2ccc3[nH]cc(C(=O)NCC4CCCO4)c(=O)c3c2)cc1 (stereo not given) | 1% | 1% | ? | i | -0.6% | -7% | -3% | -3% | -0.9
COC(=O)C1=C(C)NC(=O)/C1=C\c1cc(C)n(-c2ccccc2)c1C | 5% | 2% | 1% | i | 4.0% | -16% | -2% | 4% | 0.4
Cc1ccccc1Oc1ncnc2oc(-c3ccccc3)cc12 | nt | 21% | -16% | i | 5.1% | 22% | -1% | -6% | -4.4
C/C=C\C=C/C(=O)Nc1cccc(C2=NOC3(C2)C[C@@H](C(N)=O)N(C(=O)[C@H]2CCC(=O)N2)C3)c1 (stereo not given in full) | -6% | 11% | -7% | i | 2.7% | -7% | -1% | 5% | 0.8
O=P(Cc1nnco1)(c1ccccc1)c1ccccc1 | -8% | 7% | -6% | i | -0.8% | -10% | ? | -3% | -0.8
CCOCCCNC(=O)c1c(C)c(C(=O)OCC)n(C)c1C | nt | -9% | 5% | i | 0.3% | 0% | -2% | 6% | -0.9
C[C@@H]1CN([C@H](C)CO)C(=O)Cc2cc(NS(=O)(=O)c3ccc(Cl)cc3)ccc2O[C@H]1CN(C)Cc1ccc(C(F)(F)F)cc1 | ? | -16% | ? | i | -5.1% | ? | -1% | -23% | -0.2
O=C1/C(=C/c2cccnc2)SC(=S)N1CCc1ccccc1 | 9% | 10% | -4% | i | 3.5% | -5% | -2% | -4% | 1.0
COCCn1c(N)c(N(Cc2ccccc2)C(=O)c2ccc(C#N)cc2)c(=O)[nH]c1=O | 13% | 2% | -1% | i | 0.6% | -7% | 0% | 6% | 0.6
S=c1[nH]nc(-c2cc(-c3ccccn3)nc3ccccc23)o1 | -17% | 7% | -10% | i | 0.4% | -12% | -7% | -6% | -1.3
COc1ccc(OC)c(NC(=O)CSc2nc3[nH]c(=O)[nH]c(=O)c3s2)c1 | 4% | -10% | -5% | i | 1.0% | 1% | nt | 0% | 1.8

Compound activity: PubChem, National Center for Advancing Translational Sciences (NCATS)

Not all compounds are listed. The share of hits here may be higher or lower than overall.
